From PubChem BioAssay
M1 PAM parental: nonselective activator or artifact in parental CHO-K1 calcium assay. ATP EC20, Fluo-8 calcium fluorescence; 0% at ATP EC20, 100% at ATP max. activation, % at 3 µM. 360,000 compounds, 0.02% hits. AID 602247;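 active = activation above the run cutoff, the mean activation of all test compounds plus 3 SD, cut at about 40% in these data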;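 also: peak over basal fluorescence ratio in a 140 s read after ATP addition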
V1aR counter: counter-screen for oxytocin receptor agonists: human V1a receptor agonists | activation, % at 3 µM | P37288 | CHO-V1R cells, Fluo-8 calcium fluorescence, agonist mode; 0% DMSO, 100% 3 nM vasopressin | 320,000 compounds, 0.25% hits;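 active = activation above the mean activation of all tested compounds plus 3 SD, per screening run, cut at about 20% in these data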;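 also: signal is peak over basal fluorescence ratio across a 100 second FLIPR read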
Target sequence (P37288 whole entry, looked up): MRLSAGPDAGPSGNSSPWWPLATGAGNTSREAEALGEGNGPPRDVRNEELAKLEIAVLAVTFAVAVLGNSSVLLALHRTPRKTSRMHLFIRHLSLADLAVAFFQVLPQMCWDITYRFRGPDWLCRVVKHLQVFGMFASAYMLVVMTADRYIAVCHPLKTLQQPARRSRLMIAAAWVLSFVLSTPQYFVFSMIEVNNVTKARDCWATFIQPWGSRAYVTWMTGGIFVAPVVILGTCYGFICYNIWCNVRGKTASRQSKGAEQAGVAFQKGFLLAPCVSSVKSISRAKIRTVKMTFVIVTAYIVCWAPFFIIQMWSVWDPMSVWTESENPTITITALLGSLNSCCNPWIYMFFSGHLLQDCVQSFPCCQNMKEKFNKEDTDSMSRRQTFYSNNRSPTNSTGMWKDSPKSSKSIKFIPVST
M1 ag parental: M1 agonist counterscreen hit in parental CHO-K1 cells. Fluo-8 calcium fluorescence; scaled to maximal ATP response, vehicle zero. activation, % at 3 µM. 360,000 compounds, 0.48% hits. AID 602248; in the data active = activation above about 15%;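 also: untransfected CHO-K1 host cells lacking M1 receptor as counterscreen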
CHO parental Ca: signal in parental CHO cells, OX1R antagonist counter-screen | parental CHO-K1, ATP-induced calcium, Fluo-8 fluorescence | inhibition, % at 5.6 µM | 330,000 compounds, 0.63% hits | AID 463079;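 active = inhibition above that plate's mean sample inhibition plus 3 SD, cut at about 26% in these data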;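 also: 0% = ATP-challenged DMSO wells and 100% = DMSO wells without ATP; some compounds past the cut are filed as inactive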
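Test system: parental CHO cells; detection: calcium-sensitive Fluo-8 fluorescence; evaluation: percent inhibition of calcium signal; also added: ATP as calcium-mobilizing challenge; repeats: one well per compound; control set: ATP-challenged DMSO wells low, unchallenged DMSO wells high; compound: single nominal dose of 5.6 µM per compound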
GPR7 antag: human neuropeptides B/W receptor 1 antagonism; GPR7-expressing cells, fluorescence antagonist assay; 290,000 compounds, 1.1% hits; inhibition, % at 4.4 µM; AID 1861; P48145; in the data active = inhibition above about 16%, passing the limit was not always enough;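 also: cells stimulated with the agonist NPW; 0% = agonist with vehicle and 100% = vehicle without agonist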
OXTR ag: agonists of human oxytocin receptor; P30559; activation, % at 3 µM; CHO-OTR cells, Fluo-8 calcium fluorescence; normalized: DMSO 0%, oxytocin 100%; 320,000 compounds, 0.32% hits;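 active = activation above the mean of all tested compounds plus 3 SD, cutoff set per screening run, cut at about 20% in these data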;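 also: peak over basal fluorescence ratio from a 100 s FLIPR kinetic read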
Target sequence (P30559 whole entry, looked up): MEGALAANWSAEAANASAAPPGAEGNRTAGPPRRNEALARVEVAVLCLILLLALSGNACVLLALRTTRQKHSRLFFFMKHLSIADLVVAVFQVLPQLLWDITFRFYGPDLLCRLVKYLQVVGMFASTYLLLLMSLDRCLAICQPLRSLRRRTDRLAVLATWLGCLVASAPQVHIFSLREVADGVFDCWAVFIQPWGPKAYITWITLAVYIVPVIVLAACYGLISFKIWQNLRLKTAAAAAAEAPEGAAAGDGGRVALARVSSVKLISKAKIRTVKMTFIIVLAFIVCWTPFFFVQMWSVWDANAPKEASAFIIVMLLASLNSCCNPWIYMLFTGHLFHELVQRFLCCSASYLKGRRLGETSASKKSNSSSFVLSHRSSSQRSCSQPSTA
TAAR1 antag: human TAAR1 antagonism; CHO RD-HGA16 TAAR1, Fluo-8 calcium fluorescence, antagonist; 360,000 compounds, 1.5% hits; AID 624466; Q96RJ0; inhibition, % at 3 µM;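 active = inhibition above a per-plate cutoff, the mean inhibition of test compounds on that plate plus 3 SD, cut at about 49% in these data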;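 also: 0% = DMSO plus EC80 beta-PEA response and 100% = DMSO alone without agonist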
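Material: RD-HGA16 CHO cells with stable hTAAR1 and Gα16; Dosing: single nominal final test compound concentration of 3 µM; Schedule: seeding 17-24 h prior, 75-min 37 °C, 30-min RT dye loading; Detection: kinetic Fluo-8 calcium fluorescence measurement; Measure: % inhibition from peak post-agonist over basal fluorescence ratio; Benchmarks: vehicle and agonist controls.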
OXTR potentiate: potentiators of human oxytocin receptor; P30559; CHO-OTR cells, Fluo-8 calcium fluorescence, potentiator mode; 0% = oxytocin EC15, 100% = EC100; 320,000 compounds, 0.061% hits; activation, % at 3 µM;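 active = activation above that plate's cutoff, the mean activation of tested compounds plus 3 SD, cut at about 6.6% in these data, passing the limit was not always enough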;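 also: 100% uses oxytocin at 75 nM as the full agonist control; some results filed as inactive read as strong as hits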
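Replication – single well per compound, singlicate · Assay system – CHO cell line stably expressing human OTR · Timing – 6 min pre-incubation, 100 s read · Measure – normalized max/min fluorescence ratio, % activation · Doses – 3.0 µM, one dose · Detection – Fluo-8 calcium dye fluorescence · Probe or stimulus – oxytocin near EC15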
CHO-K1 Ca antag: counter-screen for M1 antagonists: effect in parental CHO-K1 cells; ATP-induced calcium, Fluo-8 fluorescence; inhibition, % at 3 µM; 360,000 compounds, 0.6% hits;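 active = inhibition above a per-plate cutoff, the plate's mean sample inhibition plus 3 SD, cut at about 24% in these data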;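 also: 0% = DMSO plus EC80 ATP and 100% = DMSO alone without ATP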
* hit, by the source's call; nt = no result given; & = joins results of further samples. Hits appear at their usual frequency. Share with any hit: about 3.5%.

SMILES	M1 PAM parental	V1aR counter	M1 ag parental	CHO parental Ca	GPR7 antag	OXTR ag	TAAR1 antag	OXTR potentiate	CHO-K1 Ca antag
O=C(NC1CCCCC1)N1CCCc2ccccc21	-5	-1.1	-0.5	-8	-6	-2.4	-7	-1	15
CCOC(=O)N1CCC(NC(=O)c2ccc3snnc3c2)CC1	14	0.9	5.1	-13	-9	-0.9	-9	-6	-5
COC(=O)[C@]1(CC(C)C)N[C@H](c2ccc(-c3cccc(Cl)c3)cc2)[C@@H]2C(=O)N(C)C(=O)[C@@H]21	-1	-1.2	-0.1	-27	nt	0.2	-2	2	-3
CC(=O)Nc1ccc(S(=O)(=O)N(C)CC(=O)OCC(=O)N(C)c2ccccc2)cc1	26	0.6	9.3	-11	-2	0.2	10	-1	5
CCOC(=O)CCP(=O)(O)C(O)c1ccc(OC)cc1 (stereo unspecified)	16	0.0	0.3	-2	-1	1.2	10	-3	-2
Cc1cc(-n2c(C)c3c(C)nnc(C)c3c2C)ccc1N	nt	0.0	nt	-10	-13	-0.5	-15	-6	nt
Cc1ccc(C)c(-n2[nH]c3c4c(ccc3c2=O)C(=O)c2ccccc2C4=O)c1	-2	-0.3	0.4	-4	0	-1.1	12	-7	-5
CCOC(=O)/C(C#N)=C/Nc1cc(C(=O)OCC)cc2c(OC)c(OC)ccc12	5	nt	0.5	nt	3	nt	13	nt	-12
CCn1c(=O)c([N+](=O)[O-])c(NCc2ccc3c(c2)OCO3)c2ccccc21	18	2.1	4.8	-15	-8	-2.1	-22	-10	-13
COc1cc(C(=O)N2CCN(c3ccccn3)CC2)cc(OC)c1OC	-6	0.4	0.8	-4	-8	-0.5	-17	-10	4
CC(C(=O)Nc1ccccc1)N(C)Cc1cccs1 (stereo unspecified)	-8	-1.2	0.3	5	-6	-2.0	1	3	-10
COc1ccc(CCNC(=O)c2cc3c(=O)n4ccccc4nc3n(C3CCCCC3)c2=N)cc1OC	20	2.1	3.8	-16	6	0.2	-13	-7	-13
O=C(COC(=O)c1cc(S(=O)(=O)N2CCOCC2)c(Cl)cc1Cl)c1ccc[nH]1	-1	5.8	6.7	-21	nt	5.0	42	-3	-6
COC(=O)c1c(C)[nH]c(C(=O)COC(=O)Cn2cc(C(F)(F)F)ccc2=O)c1C	-16	nt	5.5	nt	nt	nt	9	nt	-6
CNc1ccc(Cl)cc1S(=O)(=O)c1ccccc1[N+](=O)[O-]	20	nt	-0.8	nt	nt	nt	-57	nt	-2
Cc1cccc(NC(=O)c2cccc(S(=O)(=O)N(C)c3ccccc3)c2)n1	16	0.8	1.8	-32	nt	-0.5	14	-6	-11
Cc1nnc(SCC(=O)N2CCN(C(=O)c3ccco3)CC2)n1-c1ccccc1	13	0.5	0.6	1	2	-0.7	-1	-11	-10
O=C(c1cccs1)N1CCCC(c2ccccc2)C1 (stereo unspecified)	3	-0.8	-0.7	-12	-11	-1.8	1	-4	1
O=C(N/C(=C\c1cccc([N+](=O)[O-])c1)C(=O)N1CCOCC1)c1ccco1	21	0.8	0.6	-8	-9	0.0	4	-2	-8
Nc1nc(NCc2ccco2)nc(Nc2ccccc2)c1[N+](=O)[O-]	24	1.8	1.5	-14	-13	-0.5	-33	-3	-19
O=C(CSc1n[nH]c(-c2ccco2)n1)Nc1ccc(Br)cc1	7	3.5	1.4	-8	10	0.9	-12	2	1
O=C(NCCN1CCN(C(=O)c2cccs2)CC1)c1cccs1	12	-0.6	0.1	-2	-12	-0.6	2	-13	2
O=C(CN1C(=O)CC(c2ccccc2)S(=O)(=O)c2ccccc21)N1CCOCC1 (stereo unspecified)	nt	0.9	nt	-8	-8	-0.1	nt	-16	nt
CN1CCN(NC(=O)Nc2ccc(Br)cc2Cl)CC1	5	nt	0.8	nt	0	nt	6	nt	-11
Cc1ccc(S(=O)(=O)N2CCCCC2)cc1NC(=O)COC(=O)c1cc[n+]([O-])cc1	25	-0.9	0.1	-9	-3	-0.5	15	-5	-25

(continued)
SMILES	M1 PAM parental	V1aR counter	M1 ag parental	CHO parental Ca	GPR7 antag	OXTR ag	TAAR1 antag	OXTR potentiate	CHO-K1 Ca antag
CN1N=C(C(=O)N2CCCC(N3CCN(c4ccc(F)cc4)CC3)C2)CCC1=O (stereo unspecified)	5	0.0	2.3	-9	-10	0.7	-14	-3	0
C=CCN(CC=C)C(=O)c1ccc(OC2CCN(S(=O)(=O)N(C)C)CC2)cc1	-10	5.3	14	-11	-2	3.0	9	-21	-6
O=C(CN(Cc1ccccc1F)C(=O)c1ccco1)NCc1ccc(F)cc1	19	4.9	2.6	-28	12	2.7	9	-7	-8
O=C(c1cccc([N+](=O)[O-])c1)N1CCN(C/C=C/c2ccccc2)CC1	20	1.6	3.9	-6	-7	3.8	-8	-7	-6
COc1cc(/C=N/N=C(/N)c2nonc2N)cc(Br)c1OCc1cccc(C)c1	11	2.0	-0.3	-17	-1	0.2	-3	-23	-9
Cc1ccc(F)cc1NC(=O)C1CC(=O)N(CCc2ccccc2)C1 (stereo unspecified)	5	0.9	0.7	-13	-11	0.1	-8	-2	-4
CC(C)c1ccc(Nc2nc(NCc3ccco3)nc(N3CCOCC3)n2)cc1	6	-0.7	0.1	-29	-17	-1.0	-19	-19	-16
CCOC(=O)c1cc(-c2ccccc2)sc1NC(=O)C(C)OC(=O)c1ccncc1 (stereo unspecified)	24	-0.5	0.8	-5	-6	0.2	4	-6	-15
CCOC(=O)N1CCN(C(=O)c2ccc(CS(=O)(=O)c3ccccc3OC)o2)CC1	20	-0.7	1.3	-10	-7	-0.3	11	-3	-2
COc1cc(C2NC(=O)NC(O)(C(F)(F)F)C2C(C)=O)cc(OC)c1OC (stereo unspecified)	15	0.5	0.3	-2	-12	1.8	4	5	-3
Cc1ccc(S(=O)(=O)N2CCN(C(=O)CN3CCCCC3)C2C(C)C)cc1 (stereo unspecified)	12	-0.7	2.7	-9	2	-0.4	nt	1	-7
NC(CO)c1csc(Nc2ccc(C(F)(F)F)cn2)n1 (stereo unspecified)	18	nt	0.8	nt	nt	nt	2	nt	-8
O=C(/C=C/c1ccc([N+](=O)[O-])cc1)NCC1CCCO1 (stereo unspecified)	5	0.1	-0.3	-12	-5	0.1	-19	-9	-5
O=C1/C(=C/c2ccc(F)cc2)Oc2cc(OC(=O)N3CCOCC3)ccc21	-5	-0.2	0.2	-25	0	0.1	-27	-17	-9
Cc1nc2ccccn2c1C(=O)NCC(C)C	14	0.3	0.8	6	-12	-0.2	-7	-7	-4
CCCCNS(=O)(=O)c1ccc2nc(SCC(=O)Nc3ccccc3)[nH]c2c1	-2	0.5	0.9	-14	-1	-1.3	-12	-10	-2
O=C(Nc1cccc(C(=O)N2CCCCC2)c1)C1CCC1	23	nt	0.5	nt	nt	nt	-15	nt	-16
COc1ccc(CN(C)CC2CCCN(CCc3ccc(F)cc3)C2)cc1OC (stereo unspecified)	-4	nt	-0.6	nt	-6	nt	-8	nt	6
O=C(NCCc1ccccc1)/C(=C\c1ccc([N+](=O)[O-])cc1)NC(=O)c1ccc(Br)cc1	15	0.1	0.4	3	-7	0.1	-15	-1	-4
Cc1cccc(-n2c(O)c(C=NC3CCS(=O)(=O)C3)c3ccccc3c2=O)c1 (stereo unspecified)	10	5.0	0.2	-4	-4	8.0	1	-14	-3
COc1ccc(CCNC(=O)C2CC(O)CN2S(=O)(=O)c2ccc(Cl)cc2)cc1OC (stereo unspecified)	-20	0.3	0.2	-13	nt	0.5	-21	6	7
COc1ccc(S(=O)(=O)N2CCSC2c2ccc(N)cc2)cc1 (stereo unspecified)	17	0.2	1.7	-10	5	2.1	-1	-2	-24
COc1cccc(N2CCN(C(=O)CCNS(=O)(=O)c3ccc(F)c(F)c3)CC2)c1	-11	0.1	0.1	-19	nt	2.6	-16	-8	10
NNC(=O)c1cnn(-c2ccccc2)c1C(F)(F)F	9	0.3	0.8	-17	-5	-0.9	-1	-13	-9
COc1ccccc1OCC(=O)Nc1ccc(C(N)=O)cc1	-3	-0.2	0.4	-8	-2	0.4	11	-5	3

Additional entries follow:
SMILES	M1 PAM parental	V1aR counter	M1 ag parental	CHO parental Ca	GPR7 antag	OXTR ag	TAAR1 antag	OXTR potentiate	CHO-K1 Ca antag
O=C(Nc1ccc(-c2cn3c(n2)SCC3)cc1)c1ccc2c(c1)OCO2	21	0.3	1.2	-4	5	1.3	6	-16	-12
Cc1cc(NS(=O)(=O)c2ccc(NC(=O)Cc3cccs3)cc2)no1	4	0.2	-0.4	-11	-6	0.9	nt	-2	-6
CC(=O)c1ccc(OCC(=O)N(C)CC(=O)Nc2ccc(N3CCOCC3)cc2)cc1	12	0.3	0.5	-16	nt	0.9	10	-1	-8
CC1(C(=O)NCc2ccccc2)Cc2c(-c3cccc(C(F)(F)F)c3)ccnc2O1 (stereo unspecified)	-2	nt	0.6	nt	nt	nt	4	nt	-1
O=C1CSC(c2ccccn2)N1c1ccc(Cl)c(Cl)c1 (stereo unspecified)	14	-0.4	0.8	-20	3	-0.8	4	-3	-5
COc1ccc(/C=C2\C(=O)c3ccccc3OC2c2ccccc2)cc1 (stereo unspecified)	20	0.5	1.5	-34	-8	-0.7	-37	-5	-17
c1ccc2c(c1)CCN(c1ncnc3c1[nH]c1ccccc13)C2	3	7.0	11	66*	nt	9.5	58*	-27	22
Cc1ccc(C)c(N(CC(=O)NCc2ccco2)C(=O)CNS(=O)(=O)c2ccccc2)c1	6	0.0	0.6	-5	-4	1.7	-2	-6	-18
O=C(CC1NC2CCCCC2NC1=O)Nc1cccc(C(F)(F)F)c1 (stereo unspecified)	0	0.8	1.7	-14	-3	0.3	11	-6	19
Cc1ccc(S(=O)(=O)N2CCOCC2)cc1NC(=O)COC(=O)c1ccc2c(c1)OCCO2	11	0.9	0.6	-19	-8	2.4	-5	-6	-13
Cc1cc(C)c(S(=O)(=O)CCC(C)C)c(=O)[nH]1	16	0.3	0.4	-5	-12	0.5	15	-1	-7
CCCCCCSc1cccc(-c2nc3ccc(Cl)cn3c2NCCCC)c1	21&0	nt	0.1&0.4	nt	nt	nt	6&-43	nt	-19&-17
CC(C)(C)CN1CCN(CCCc2ccccc2)C(CCO)C1 (stereo unspecified)	-25	1.1	0.6	-11	-4	1.3	10	2	19

Three records picked at random from the list so far:
SMILES	M1 PAM parental	V1aR counter	M1 ag parental	CHO parental Ca	GPR7 antag	OXTR ag	TAAR1 antag	OXTR potentiate	CHO-K1 Ca antag
O=C1CSC(c2ccccn2)N1c1ccc(Cl)c(Cl)c1 (stereo unspecified)	14	-0.4	0.8	-20	3	-0.8	4	-3	-5
COc1ccc(/C=C2\C(=O)c3ccccc3OC2c2ccccc2)cc1 (stereo unspecified)	20	0.5	1.5	-34	-8	-0.7	-37	-5	-17
CC1(C(=O)NCc2ccccc2)Cc2c(-c3cccc(C(F)(F)F)c3)ccnc2O1 (stereo unspecified)	-2	nt	0.6	nt	nt	nt	4	nt	-1
